West Nile virus CPE – West Nile virus antiviral activity, cell-based, CPE readout (AID 1621). West Nile virus-infected cells, CPE inhibition; higher % means a stronger effect. one-dose CPE inhibition, % at 10 µM; IC50 in µM for titrated hits. hit rate 0.02% among 290,000; in the data active = a potency from the dose series; inconclusive = CPE inhibition mostly from about 3.7% at the one dose, without a potency; inactive = the rest, 99 in 100 with CPE inhibition below about 2.2%; also: strong numbers were not always called active
K1F lysis inhibition – inhibition of K1F phage lysis, E. coli UTI89, bacterial capsule biogenesis inhibitors, alamar blue (AID 488966); E. coli UTI89 K1F phage lysis, alamar blue, 2 h; higher % means a stronger effect; one-dose inhibition, % at 100 µM; IC50 in µM for titrated hits; hit rate 0.02% among 340,000;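 active = phage lysis inhibition, versus mean bacterial control, above a set limit; inconclusive = no clear call, values can overlap the other calls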;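 also: capsule biogenesis inhibitors block K1F phage lysis so surviving cells raise fluorescence; higher fluorescence means more inhibition of phage lysis; actives were called in the ten point dose series up to 300 µM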
human PMI inhibitors – MPI inhibition at elevated mannose 6-phosphate – biochemical, fluorescence intensity, high mannose 6-phosphate, primary screen (AID 1220); hit rate 0.66% among 190,000; inhibition, % at 20 µM; hits with a dose series show IC50 in µM; recombinant PMI enzyme, coupled fluorescence intensity; higher % means a stronger effect
TNAP activation fold – stimulation of alkaline phosphatase TNAP activity – biochemical, luminescent, no phosphate acceptor, uHTS, primary screen (AID 1001); activation fold at 20 µM; hits with a dose series show EC50 in µM; hit rate 0.03% among 200,000; purified TNAP, luminescent activation assay, no phosphate acceptor; higher activation fold means a stronger effect; in the data active = activation fold from about 3, or a potency from the dose series; inactive = the rest, 99 in 100 with activation fold below about 1.6; also: many of its hits are not listed in these tables
RSV CPE inhibition – inhibition of RSV-induced cytopathic effect – HEp-2 cells, primary 10 µM value included (AID 2391) | HEp-2 cells, RSV-induced CPE inhibition; higher % means a stronger effect | one-dose CPE inhibition, % at 10 µM; IC50 in µM for titrated hits | hit rate 0.13% among 310,000; in the data active = a potency from the dose series; inconclusive = CPE inhibition mostly from about 23% at the one dose, without a potency; inactive = the rest, 99 in 100 with CPE inhibition below about 21%; also: strong numbers were not always called active
M17LAP inhibition – P. falciparum M17LAP inhibitors, primary screen, biochemical, fluorogenic H-Leu-NHMec substrate, 1536-well (AID 1619); recombinant M17LAP, H-Leu-NHMec fluorogenic kinetic assay; higher % means a stronger effect; inhibition, % at 30 µM; hits with a dose series show IC50 in µM; hit rate 0.38% among 220,000;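 active = compound inhibiting the enzyme by more than half at any dose during confirmatory dose-response retesting; inconclusive = strong single-dose inhibitors picked by rank but not retested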;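 also: plate controls were full reaction with DMSO carrier for no effect and no enzyme background for full effect; strong numbers were not always called active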
T cell HTS – T cell immune modulation candidate; 2C CD8+ T cell-vesicle binding, flow cytometry; stronger effect = lower value; calls only at 7 µM; hit rate 0.068% among 330,000; AID 2052;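 active = response, share of CD8 T cells binding vesicles, and their 90th percentile fluorescence all below set limits, cut at about 80% in these data, passing the limit was not always enough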
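Assay system: 2C TCR transgenic mouse naive CD8+ T cells, MACS-purified | Read-out: CD8+ gate FL2 mean fluorescence as % of same-row positive control | Signal: High-throughput flow cytometry with anti-B7-1 and anti-CD8 staining | Timing: Binding step 1.5 h, 37 °C, antibody labelling 20 min, ice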
PMI inhibitors – MPI enzyme activity inhibition – biochemical, fluorescence intensity, coupled assay, primary screen (AID 1209); purified PMI enzyme, coupled fluorescence intensity; higher % means a stronger effect; one-dose inhibition, % at 20 µM; IC50 in µM for titrated hits; hit rate 0.42% among 190,000;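 also: plate controls were DMSO vehicle for no effect and wells lacking substrate for full effect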
M1AAP inhibition – P. falciparum M1AAP inhibitors, biochemical, fluorogenic H-Leu-NHMec substrate, 1536-well (AID 1445); recombinant M1AAP, H-Leu-NHMec fluorogenic kinetic assay; higher % means a stronger effect; hit rate 0.42% among 220,000; one-dose inhibition, % at 30 µM; IC50 in µM for titrated hits;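 active = primary inhibition above the hit cutoff, then over 50% inhibition at one or more dose response concentrations, cut at about 23% in these data, passing the limit was not always enough; inconclusive = conflicting primary data, or primary hits not chosen for dose response; inactive = low primary inhibition, or under 50% at every dose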;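 also: plate controls were DMSO full reaction for no effect and no enzyme background for full effect; strong numbers were not always called active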
T cell HTS vesicle-bound % – also measured in T cell HTS; calls as there; double positive events, %; measured here: CD8+ vesicle-bound cell fraction;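 binding gate set so that unloaded-vesicle control wells show 10% double positive cells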
The depositor's hits bear a star; i = inactive; ? = inconclusive; · = no result given; [ ] = remark or other dose. Rule as the data show it, unless noted: active = inhibition above about 50%; inactive = the rest.

item	smiles	West Nile virus CPE	K1F lysis inhibition	human PMI inhibitors	TNAP activation fold	RSV CPE inhibition
1	CCn1ncc(Cl)c1C(=O)NC(C)c1ccccc1 (stereo not drawn)	-0.3%	8.3%	16%	1.1	1.6%
2	COc1ccc(/C=N\NC(=O)COc2ccccc2)c(C(=O)O)c1OC	-0.3%	0.1%	12%	1	1.3%
3	COc1ccc2nc(N/C(N)=N/C(=S)Nc3cccc(C)c3)nc(C)c2c1	0.2%	8.8%	3%	1.1	4.4%
4	Cc1ccc(C(OCC(O)CNC(C)c2ccccc2)c2ccccc2)cc1 (stereo not drawn)	12%	0.2%	-11%	1.1	17%
5	COC(=O)C1C(=O)C2=C(CC1C)NC(=O)CC2c1ccc(O)c(OC)c1 (stereo not drawn)	0.2%	0.7%	16%	1	-0.3%
6	CN1CCCC(OC(=O)COc2ccccc2)C1 (stereo not drawn)	0.1%	1.3%	0%	1.1	1.6%
7	Cc1cc2nc(SCCN3CCOCC3)[nH]c2cc1C	-0.3%	0.2%	-29%	1	-0.2%
8	C=CCSc1nnc(NC(=O)Cn2cnc3c2c(=O)n(C)c(=O)n3C)s1	0.3%	0.2%	7%	1	-1.2%
9	CCCN(CCC)Cc1c(C(=O)N/N=C/c2ccc(C)o2)nnn1-c1nonc1N	-0.2%	0.1%	·	·	1.2%
10	CN(Cc1c(C(=O)N/N=C/c2cccc(F)c2)nnn1-c1nonc1N)C1CCCCC1	0.0%	1.2%	·	·	-0.5%
11	CCOC(=O)CC(=O)CSc1n[nH]c(=O)[nH]c1=O	0.0%	3.2%[50 µM]	·	·	1.9%
12	CC1=C([N+](=O)[O-])C(c2ccc(O)c(O)c2)NC(=O)N1 (stereo not drawn)	-0.3%	0.3%	·	·	2.0%

item	M17LAP inhibition	T cell HTS	T cell HTS vesicle-bound %	PMI inhibitors	M1AAP inhibition
1	3%	i	20	13%	-5%
2	7%	i	56	11%	-1%
3	-32%	i	4	-2%	12%
4	-7%	i	55	-3%	7%
5	-6%	i	2	7%	-3%
6	0%	i	24	3%	-6%
7	2%	i	35	-24%	0%
8	-9%	i	43	2%	-4%
9	·	i	17	·	·
10	·	i	7	·	·
11	-5%	i	54	·	3%
12	·	i	19	·	·

Other records.
item	smiles	West Nile virus CPE	K1F lysis inhibition	human PMI inhibitors	TNAP activation fold	RSV CPE inhibition
13	O=C(/C(Cl)=C/Nc1ccc(Br)cn1)C(F)(F)F	-0.3%	-1.0%	-4%	0.9	2.9%
14	O=C(CCN1CCOCC1)NCC1COc2ccccc2O1 (stereo not drawn)	0.0%	0.3%	3%	1	0.2%
15	CCCC(=O)Nc1c(C)nn(C(=O)CCC)c1C	0.1%	0.4%	0%	1	1.2%
16	CC(=O)c1cccc(NC(=O)Nc2ccccc2)c1	-0.4%	0.1%	·	·	7.0%
17	CCN(CC)S(=O)(=O)c1cc(C(=O)OCC(=O)c2ccc3c(c2)NC(=O)CO3)ccc1Cl	0.2%	-0.1%	11%	1.1	6.5%
18	CCOC(=O)CSc1cc(C)nc(NC(C)=O)n1	-0.2%	0.4%	8%	1	0.4%
19	Cc1ccc2c(C)c(C(=O)Nc3ccc(S(=O)(=O)Nc4onc(C)c4C)cc3)oc2c1	-1.0%	-0.3%	·	·	25µM*
20	Cc1cc(C)cc(C(=O)NC2C(=O)N3C(C(=O)O)=C(CSc4nnc(C)s4)CSC23)c1 (stereo not drawn)	0.6%	-0.3%	24%	1.1	0.4%
21	CC(C)(C)c1ccc(/C=C/C(=O)O)s1	·	0.0%	-14%	1.1	1.9%
22	CCCc1nc(SCC(=O)N2CCN(c3ccccc3)CC2)c2c(=O)n(C)c(=O)n(C)c2n1	·	-1.1%	7%	1	1.5%
23	CN1C(=O)C(CC(=O)NCCc2ccccc2)N(NC(=O)c2ccc(Cl)cc2)C1=S (stereo not drawn)	0.0%	0.6%	·	·	?
24	CCC(=O)Nc1ncc2c(n1)CC(c1ccco1)CC2=O (stereo not drawn)	0.0%	2.4%	14%	1	5.4%

item	M17LAP inhibition	T cell HTS	T cell HTS vesicle-bound %	PMI inhibitors	M1AAP inhibition
13	18%	i	23	-14%	5%
14	16%	i	41	8%	-1%
15	-13%	i	46	1%	0%
16	·	i	20	·	·
17	0%	i	41	12%	3%
18	-5%	i	54	6%	-2%
19	·	i	29	·	·
20	38%	i	20	15%	14%
21	-7%	i	30	-19%	3%
22	-2%	i	40	9%	8%
23	5%	i	31	·	3%
24	27%	i	15	-3%	0%

Of the compounds above, these have fluorine:
item	smiles	West Nile virus CPE	K1F lysis inhibition	human PMI inhibitors	TNAP activation fold	RSV CPE inhibition
10	CN(Cc1c(C(=O)N/N=C/c2cccc(F)c2)nnn1-c1nonc1N)C1CCCCC1	0.0%	1.2%	·	·	-0.5%
13	O=C(/C(Cl)=C/Nc1ccc(Br)cn1)C(F)(F)F	-0.3%	-1.0%	-4%	0.9	2.9%

item	M17LAP inhibition	T cell HTS	T cell HTS vesicle-bound %	PMI inhibitors	M1AAP inhibition
10	·	i	7	·	·
13	18%	i	23	-14%	5%

(next part)
item	smiles	West Nile virus CPE	K1F lysis inhibition	human PMI inhibitors	TNAP activation fold	RSV CPE inhibition
25	Cc1cc(=O)oc2cc(OC(=O)c3ccco3)ccc12	0.3%	-0.5%	8%	1	·
26	COc1ccc(-c2noc(N3CCC(C(=O)N4CCN(c5ccccn5)CC4)CC3)n2)cc1	-1.3%	-0.1%	14%	1	2.5%
27	Nc1ncncc1-c1ccc(Cl)cc1	-0.1%	0.2%	·	·	2.1%
28	CC(C)Oc1cccc(C(=O)NC(=S)N2CCN(c3ccc(C(F)(F)F)cc3[N+](=O)[O-])CC2)c1	0.0%	0.6%	5%	0.9	17%
29	O=C1CC(NNC(=O)c2ccc(Br)cc2)C(=O)N1 (stereo not drawn)	0.1%	1.2%	·	·	·
30	CC(C)CNC(=O)CC(=O)N/N=C/c1ccc(Br)cc1	-0.4%	1.4%	0%	1.1	0.2%
31	Cc1ccc2c(c1)C(N1CCCC1=O)CC(c1ccco1)N2 (stereo not drawn)	-0.2%	0.0%	-46%	0.9	0.4%
32	CCOC(=O)C1(CCc2ccccc2)CCN(C(=O)c2cnc(C)cn2)CC1	-0.7%	0.1%	-5%	1	4.3%
33	COc1ccc(C(CCN2CCOCC2)c2c(OC)cc(OC)c3c(C)cc(=O)oc23)cc1 (stereo not drawn)	-0.7%	0.6%	·	·	-1.9%
34	O=C(NC1CCCCC1)N1CCCC(c2nc(-c3ccc(S(=O)(=O)N4CCCC4)cc3)no2)C1 (stereo not drawn)	-0.6%	-0.8%	4%	1.1	0.7%
35	CCOC(=O)c1cnn(CC2CCCCC2)c1N	-0.3%	-0.5%	8%	1.1	-0.9%
36	S=C(NCCN1CCOCC1)Nc1ccc(Cl)c(Cl)c1	0.1%	0.1%	-7%	1.1	-1.7%

item	M17LAP inhibition	T cell HTS	T cell HTS vesicle-bound %	PMI inhibitors	M1AAP inhibition
25	4%	·	·	11%	4%
26	3%	i	11	13%	-3%
27	9%	i	19	·	2%
28	6%	i	55	5%	3%
29	13%	i	26	·	2%
30	11%	i	28	-2%	8%
31	-29%	i	42	-43%	7%
32	-3%	i	45	-3%	1%
33	-6%	·	·	·	2%
34	-6%	·	·	-9%	6%
35	2%	i	16	4%	2%
36	5%	i	55	-2%	0%

Next section:
item	smiles	West Nile virus CPE	K1F lysis inhibition	human PMI inhibitors	TNAP activation fold	RSV CPE inhibition
37	O=C(CSc1ccc(-c2ccccn2)nn1)NC1CCCCC1	-0.6%	0.5%	-7%	1.2	1.0%
38	CC(C)OCCCn1c(=S)[nH]c2cc3c(cc2c1=O)OCO3	0.1%	-0.3%	4%	1	5.5%
39	O=C(CC12CC3CC(CC(C3)C1)C2)N/N=C/c1ccncc1	-0.5%	0.7%	5%	1	0.4%
40	Cc1ccc(NC(=O)c2c(C)noc2C)cc1	0.0%	0.5%	-8%	1	3.0%
41	CC(=O)Nc1ccc2nc(-c3ccc(Br)o3)[nH]c2c1	-0.4%	-0.8%[50 µM]	9%	1.1	3.1%
42	O=c1c(C=NCCN2CCNCC2)c(-c2ccccc2)[nH]n1-c1ccc([N+](=O)[O-])cc1	0.4%	·	15%	1	13%
43	CC1CN(c2ccc(C(=O)c3ccccc3C(=O)O)cc2[N+](=O)[O-])CC(C)O1 (stereo not drawn)	-0.6%	0.1%	4%	1	1.8%
44	CC(C)CNC(=S)N1CCN(C(c2ccccc2)c2ccccc2)CC1	-0.7%	8.6%	19%	1.2	13%
45	Cc1c(C(=O)N2CCN(S(C)(=O)=O)CC2)oc2ccccc12	-0.2%	1.1%	-3%	1.1	1.3%
46	C#CCSc1nc(C)cc(C(=O)OCC)c1C#N	1.2%	3.9%	·	·	1.9%
47	Cc1ccccc1C(=O)Nc1cccc(-c2nnc(SCC(=O)O)n2C)c1	0.2%	0.3%	-11%	1.1	1.0%
48	COC(=O)c1ccc(CSc2nnnn2-c2ccccc2)o1	-0.2%	-0.2%	12%	1.1	2.4%
49	CCOC(=O)C(Cc1ccc(O)cc1)NC(=O)CNC(=O)C(CC(C)C)NC(=O)OC(C)(C)C (stereo not drawn)	0.7%	4.9%	1%	1.1	1.9%

item	M17LAP inhibition	T cell HTS	T cell HTS vesicle-bound %	PMI inhibitors	M1AAP inhibition
37	0%	i	30	0%	13%
38	11%	i	20	-4%	1%
39	26%	i	54	2%	8%
40	-6%	i	45	-9%	19%
41	4%	i	8	2%	1%
42	1%	i	51	14%	9%
43	-3%	i	22	6%	2%
44	8%	i	42	11%	3%
45	-7%	i	58	-1%	1%
46	2%	i	34	·	4%
47	4%	i	36	-8%	-2%
48	-8%	i	25	3%	-9%
49	-4%	i	44	-3%	2%
